DT40 TDP1 no CPT – qHTS for Inhibitors of human tyrosyl-DNA phosphodiesterase 1 (TDP1): qHTS in cells in absence of CPT. Potency, µM (top dose mostly 46.2 µM), without a hit: top-dose activity change, negative = growth inhibition, most hits filed as inhibitors. AID 686978, 2013. DT40 Tdp1-/- hTDP1 cells, no CPT, ATP luminescence, 48 h. 420,000 compounds, 15% hits; also: nearly all actives have a fitted effect of over 55% in size
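Readout: luminescence from CellTiter-Glo after 30 min in the dark at RT. Cells: DT40 Tdp1-/- with stable hTDP1, 400/well. Exposure: compounds alone, ≥48 hr, 37 °C.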
DT40 TDP1 CPT – DT40-hTDP1 cell growth loss with CPT. chicken DT40 Tdp1-/-;hTDP1 cells + 20 nM CPT, ATP luminescence, 48 h. Potency, µM (titrated, usually from 46.2 µM), for the others: at the highest dose activity change, negative = growth inhibition, actives largely listed as inhibitors. 420,000 compounds, 12% hits; also: nearly all actives have a fitted effect of over 55% in size
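Chicken DT40 Tdp1-/- cells stably complemented with human TDP1 were seeded at 400 cells/well in medium containing 20 nM camptothecin, exposed to pin-transferred compounds, and grown at 37 °C for at least 48 hr. Viability was read as ATP luminescence.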
TDP1 block – TDP1 (human) enzyme inhibition | recombinant TDP1, AlphaScreen DNA substrate cleavage | Q9NUW8 | 350,000 compounds, 0.28% hits | Potency, µM (series often up to 130 µM), inactives show at the top dose activity change, negative = inhibition, most hits filed as inhibitors; also: nearly all actives have a fitted effect of over 40% in size
Target sequence (Q9NUW8 whole entry, looked up): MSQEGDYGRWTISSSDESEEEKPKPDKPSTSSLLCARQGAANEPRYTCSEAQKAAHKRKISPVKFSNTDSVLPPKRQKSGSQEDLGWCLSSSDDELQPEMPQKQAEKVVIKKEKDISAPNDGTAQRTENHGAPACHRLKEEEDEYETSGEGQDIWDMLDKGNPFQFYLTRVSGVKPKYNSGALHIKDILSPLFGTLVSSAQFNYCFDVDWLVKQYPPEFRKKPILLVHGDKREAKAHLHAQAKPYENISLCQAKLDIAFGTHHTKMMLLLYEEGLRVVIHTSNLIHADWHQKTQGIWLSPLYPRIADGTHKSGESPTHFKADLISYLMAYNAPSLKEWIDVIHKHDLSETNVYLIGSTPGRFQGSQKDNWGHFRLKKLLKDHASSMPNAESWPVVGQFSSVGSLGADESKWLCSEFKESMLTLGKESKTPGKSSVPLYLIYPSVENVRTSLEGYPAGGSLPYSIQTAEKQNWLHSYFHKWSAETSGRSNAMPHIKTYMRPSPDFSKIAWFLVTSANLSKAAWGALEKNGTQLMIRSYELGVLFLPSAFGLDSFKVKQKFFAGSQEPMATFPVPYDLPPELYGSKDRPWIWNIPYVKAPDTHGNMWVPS
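AlphaScreen read-out: signal falls as enzyme removes the 3' tyrosine-FITC from a 5'-biotinylated DNA oligo (15 nM, 5 min, RT). Enzyme was E. coli-made recombinant Tdp1 at 1 nM, exposed to compound for 15 min beforehand; beads 10 ug/ml, 10 min.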
* hit, by the source's call; ? = inconclusive; nt = no result given. Calls follow the shape of the dose curve; as a rule, active = well fitted curve in the direction sought with a large enough effect; inconclusive = small, poorly fitted or top-dose-only effect, or another doubt; inactive = no such curve, though single readings can be large; an effect the other way counts as inactive or inconclusive. % is scaled to controls: 0 for no effect and ±100 for the full control effect; potency is read from the fitted curve at half-maximal effect.

The line under a structure holds: DT40 TDP1 no CPT	DT40 TDP1 CPT	TDP1 block
- Cc1ccnc(NC(=O)c2cccc([N+](=O)[O-])c2C)c1
  -0.5%	0.9%	-2.7%
- CCOc1ccc2[nH]c(=O)c(CN(Cc3ccc(C)cc3)C(=O)N3CCCC3)cc2c1
  20.6µM*	?	4.2%
- CCCCCCSc1ccc([C@H]2N[C@@](CC(C)C)(C(=O)OC)[C@H]3C(=O)N(C)C(=O)[C@@H]23)cc1
  ?	?	-1.0%
- Cc1nn(CC2CC2)c(=O)n1-c1ccccc1F
  -15.2%	0.1%	3.6%
- Cc1ccccc1Cn1ccc(-c2ccc(Cl)cc2)c(C#N)c1=O
  -11.6%	1.8%	-2.8%
- O=C(NCc1cccnc1)c1cccnc1Sc1ccc(Cl)cc1
  -1.6%	14.9%	-1.0%
- COc1cc(C(=O)NCc2nnc(SCC(=O)N3CCCCC3)o2)cc(OC)c1OC
  -8.7%	5.1%	1.0%
- CC(C)CC(CO)NS(=O)(=O)c1cccc(Cl)c1F (stereo not drawn)
  -18.8%	-18.1%	nt
- O=C(CSCc1cc(=O)n2ccsc2n1)Nc1ccccc1
  11.5%	0.5%	0.6%
- CC(C)COC(=O)NC1c2ccccc2Oc2ccccc21
  -24.7%	-6.3%	-1.4%
- COc1ccc(NC(=O)/C(C#N)=C\c2ccc(OCc3ccc(C(=O)O)cc3)c(OC)c2)cc1
  -19.5%	-5.8%	?
- COc1ccc(C(CNC(=O)c2ccc(S(=O)(=O)N(C)C)cc2)N(C)C)cc1 (stereo not drawn)
  -17.6%	-3.2%	-0.6%
- COc1ccc(NC(=O)CCNC(=O)c2ccc([N+](=O)[O-])cc2)cc1S(=O)(=O)N1CCOCC1
  -8.2%	-11.9%	6.0%
- O=C(O)CCCn1cc(NC(=O)COc2cccc(Cl)c2)cn1
  ?	?	2.2%
- COc1cc(C(=O)NCc2nnc(SCC(=O)NCCc3ccccc3)o2)cc(OC)c1OC
  14.5%	-11.9%	1.4%
- CCOC(=O)C1CCN(Cc2c(F)cccc2Cl)CC1
  4.2%	-13.1%	-13.1%
- CC1=C(C#N)C(c2cn(-c3ccccc3)nc2-c2cccs2)C(C#N)=C(C)N1
  -23.6%	-17.9%	3.0%
- CCOc1ccc(CCNC(=O)c2oc3c(c2C)-c2[nH]ncc2CC3)cc1OCC
  ?	?	0.0%
- CCCNC(=O)CCc1nnc2ccc(N3CCN(c4cccc(OC)c4)CC3)nn12
  ?	-12.5%	-2.6%
- CC1(C)Cc2c(sc(NC(=O)c3ccco3)c2C#N)C(C)(C)N1
  -12.9%	4.3%	2.4%
- COc1ccc(CC(C)CC(=O)NCCc2ccc(OC)c(OC)c2)cc1 (stereo not drawn)
  ?	-9.3%	nt
- COc1ccc(NC(=O)c2ccco2)cc1NC(=O)COc1ccc(C)cc1C
  ?	?	1.9%
- Cc1cccn2c(=O)c3cc(C(=O)N4COCC4(C)C)sc3nc12
  ?	-6.6%	0.0%
- Cc1ccnc2nc(C(=O)OCC(=O)N3CCc4ccccc43)nn12
  0.7%	-5.7%	2.9%
- CCCCn1c(SCC(=O)NCc2ccco2)nc2c1c(=O)n(C)c(=O)n2C
  -13.6%	0.9%	5.5%
- Cc1ccc(NC(=O)N2CCCC2C(=O)NCC2CCCO2)cc1 (stereo not drawn)
  17.9%	6.7%	1.2%
- O=c1c2ccccc2ncn1C1CCCCC1
  -0.2%	-2.3%	2.0%
- CC(C)(C)CC(C)(C)n1nnnc1N
  13.6%	19.8%	nt
- O=C(O)C1=C[C@H](C2CC2)C[C@H](OCc2ccc(CO)cc2)O1
  -1.1%	-5.2%	nt
- CCN1CCN(C(=O)CCN2C(=O)c3ccccc3S2(=O)=O)CC1
  2.5%	1.5%	nt
- CON(C)c1nc(OCC#N)nc(N(C)C)n1
  17.6%	13.0%	-1.9%
- Cc1cccc(Cn2c(C)c(C)c3cc(C(=O)NCc4ccco4)ccc32)c1
  23.1µM*	16.4µM*	7.9%
- COc1ccc(C)cc1N(C(=O)c1ccco1)C(C(=O)NC1CCCC1)c1cc(OC)c(OC)c(OC)c1 (stereo not drawn)
  ?	6.6%	nt
- CC(C)N1C(=O)CN(C2CCCCCC2)C(=O)C1c1ccccc1F (stereo not drawn)
  -10.7%	-22.4%	5.9%
- CN1C(=O)/C(=C/c2ccccc2OCc2ccccc2F)NC1=S
  0.1%	-4.4%	4.0%
- COCCc1ccc(OC2(C)CCN(Cc3cccc(OCOC)c3)C2)cc1 (stereo not drawn)
  ?	?	nt
- CC(C)(C)c1ccc(NC(=O)COC(=O)CCc2nc3ccccc3c(=O)[nH]2)cc1
  -21.3%	-11.3%	-0.6%
- CC(NC(=O)Nc1ccccc1C(F)(F)F)C1CCCO1 (stereo not drawn)
  -3.5%	-6.8%	-1.1%
- O=C(C=Cc1cccs1)c1ccc(Cl)s1
  ?	-4.8%	nt
- Cc1nc2c3ccccc3nc(NNC(=O)CCC(=O)NCCC(C)C)n2n1
  -9.6%	5.8%	5.3%
- CN1CCN(NC(=O)c2cn(-c3ccccc3)nc2-c2cccs2)CC1
  -0.1%	-3.2%	7.1%
- COC(=O)c1ccccc1OCC(=O)N1CCN(c2ccc(OC)cc2)CC1
  -22.4%	?	4.4%
- CCCCCCOc1ccc(CC(=O)O)cc1
  0.4%	-0.5%	nt
- COC(=O)c1nnn(-c2nonc2N)c1COc1ccc(C=O)cc1OC
  9.2µM*	14.6µM*	5.4%
- O=C(Nc1c2c(nn1-c1ccc([N+](=O)[O-])cc1)CS(=O)(=O)C2)c1ccco1
  11.6%	-1.8%	5.7%
- CC(=O)NC1(C(F)(F)F)C(=O)Nc2c1c(=O)[nH]c(=O)n2CCc1ccccc1 (stereo not drawn)
  2.8%	0.5%	nt
- O=C(CN1C(=O)/C(=C/c2ccccc2)SC1=S)N1CCN(CCc2ccccn2)CC1
  11.6µM*	8.2µM*	nt
- Nc1cc(C(F)(F)F)ccc1OCC1CCCO1 (stereo not drawn)
  -2.5%	-5.2%	nt
- CC1CCN(S(=O)(=O)c2ccc3c(c2)CCN3C(=O)CCC(=O)O)CC1
  -7.8%	-9.8%	5.2%
- O=C(NCc1ccc(F)cc1)c1ccc(CS(=O)(=O)c2ccc(Br)cc2)o1
  10.3µM*	?	nt
- C=CCn1c(SCCOc2ccccc2)nnc1C(C)NC(=O)c1ccccc1 (stereo not drawn)
  -7.0%	?	2.0%
- CCOc1ccc2nc(/N=C/c3nc(-c4ccccc4)oc3O)sc2c1
  ?	-18.1%	-1.1%
- O=C(Nc1ccc(F)cc1)Nc1nnc(-c2ccccc2)o1
  ?	?	0.0%
- CN(c1ccc(C(=O)N2CCCCC2)cc1)S(C)(=O)=O
  ?	-22.1%	3.3%
- Cc1cc([N+](=O)[O-])nn1CCCC(=O)Nc1sc2c(c1C(N)=O)CCCC2
  18.4µM*	?	1.1%
- O=S(=O)(Nc1ncnc2sc3c(c12)CCC3)c1cc(F)ccc1F
  -16.6%	-27.1%	2.9%
- Cc1oc(-c2cccs2)nc1CNC[C@H]1O[C@@H](n2cnc3c(N)ncnc32)[C@H](O)[C@@H]1O
  -19.2%	-18.9%	-0.6%
- O=C(NC(=S)NC1CCSC1=O)c1ccccc1Cl (stereo not drawn)
  -23.4%	1.5%	5.9%
- COc1ccccc1CNC(=O)C(=O)NCC1OCCN1S(=O)(=O)c1cccs1 (stereo not drawn)
  4.6%	-17.2%	0.6%
- CC1CCCN(CCCNC(=O)c2cc3c(s2)-c2ccccc2OC3)C1 (stereo not drawn)
  ?	?	-0.7%

(continued)
The line under a structure holds: DT40 TDP1 no CPT	DT40 TDP1 CPT	TDP1 block
- CCN(CC)C(=O)CSc1nnc(-c2ccccc2)n1-c1ccccc1
  ?	?	-4.8%
- CCOc1ccc(NS(=O)(=O)c2cc(NC(=O)CCC(=O)c3cccs3)ccc2Cl)cc1
  ?	29.1µM*	0.0%
- Cc1ccc(C(=O)O/N=C/c2ccc3c(c2)OCO3)cc1
  5.5%	2.3%	2.4%
- O=C(Nc1c2c(nn1-c1ccccc1)CS(=O)C2)c1ccco1 (stereo not drawn)
  -0.3%	0.4%	4.5%
- CC1CCCCC1NC(=O)COC(=O)c1ccc([N+](=O)[O-])o1 (stereo not drawn)
  -10.0%	10.0%	-4.7%
- CCN(CC(=O)NC1CCCC1)S(=O)(=O)c1ccc(F)cc1
  5.0%	-1.8%	4.2%
- CCS(=O)(=O)N1Cc2ccccc2CC1C(=O)Nc1ccc(OC)cc1OC (stereo not drawn)
  -20.6%	-16.2%	nt
- O=C(COc1ccc(F)cc1)c1ccc2c(c1)CCCC2
  ?	?	nt
- COc1ccc([N+](=O)[O-])cc1/C=N/NC(=O)/C(=C\c1cccs1)NC(=O)c1ccccc1
  20.6µM*	?	5.3%
- Cc1ccc(C(O)c2ncc(-c3ccccc3C)[nH]2)cc1 (stereo not drawn)
  -10.0%	-26.9%	nt
- Cc1cc(-c2n[nH]c(=S)n2-c2ccccc2C)cs1
  6.3%	4.0%	2.6%
- Cc1cccc(N(C)S(=O)(=O)c2cc3c(cc2C)n(C)c(=O)c(=O)n3C)c1
  -10.0%	-5.9%	nt
- CCOC(=O)C1=CNS(=O)(=O)NC1c1cccc(O)c1 (stereo not drawn)
  -6.4%	-16.4%	nt
- O=C(c1cnccn1)N1CCC2(CCCN(c3ncccn3)C2)CC1
  -26.7%	5.4%	nt
- O=S(=O)(c1ccc2c(c1)C(=NO)c1cc(S(=O)(=O)N3CCCCC3)ccc1-2)N1CCCCC1
  2.91µM*	4.11µM*	nt
- COc1cccc(NC(=O)c2cc(-c3ccco3)nc3ccccc23)c1
  ?	-13.7%	nt
- CCN(CC)c1ccc(C2C(C(C)=O)C(=O)CC(C)(O)C2C(C)=O)cc1 (stereo not drawn)
  -0.8%	-1.7%	nt
- CC(=O)c1ccc(NC(=O)NNS(=O)(=O)c2ccc([N+](=O)[O-])cc2)cc1
  19.3%	18.4%	5.7%
- COc1ccc(NC(=S)NCCCN2CCN(C3CCCCC3)CC2)cc1
  -13.8%	-12.4%	2.3%
- COc1ccc(C(CNS(=O)(=O)c2ccccc2)N2CCN(C)CC2)cc1 (stereo not drawn)
  10.1%	5.5%	0.2%
- CCOc1ccccc1NC(=O)CCc1nnc2ccc(N3CCC(C)CC3)nn12
  ?	?	nt
- COCCNCC(=O)NCC12CC3CC(CC(C3)C1)C2
  -3.2%	-17.0%	5.1%
- CCc1ccc(NC(=O)CCCc2nnc3n(CCCOC)c(=O)c4sccc4n23)cc1
  ?	?	5.1%
- Cc1c(C(=O)Nc2ccc(Nc3ccccc3)cc2)cccc1[N+](=O)[O-]
  8.2µM*	9.2µM*	8.7%
- O=C(NCc1ccc2c(c1)OCO2)C1CCCN(S(=O)(=O)c2cccc3cccnc23)C1 (stereo not drawn)
  16.4µM*	?	-2.2%
- FCCCOc1ccc(/C=N/OCc2ccc(Cl)cc2)cc1
  -28.7%	-1.7%	nt
- CCOc1ccc(-n2c(-c3ccco3)n[nH]c2=S)cc1
  -16.9%	-1.2%	9.8%
- Cc1ccc(S(=O)(=O)CCC(=O)Nc2ccccc2C)cc1
  23.1µM*	?	nt
- C=CCNC(=O)c1ccccc1NS(=O)(=O)c1ccccc1
  -14.7%	-1.8%	5.5%
- O=C(Nc1ncc(S(=O)(=O)c2ccc([N+](=O)[O-])cc2)s1)c1ccc2ccccc2c1
  ?	16.4µM*	0.0%
- C=CCSc1nc(Oc2ccccc2)c2sccc2n1
  -24.3%	-28.0%	-5.9%
- COCCNC(=O)C1(C)CCCN(C(=O)c2ccc(OC)cc2OC)C1 (stereo not drawn)
  -8.8%	-10.7%	nt
- Cc1cccc(N(CC(=O)Nc2ccc(F)cc2)S(C)(=O)=O)c1
  -11.1%	-2.6%	4.6%
- Cc1ccc(C(CC(=O)NCc2ccco2)c2ccc(OC(C)C)cc2)cc1 (stereo not drawn)
  ?	?	8.4%
- COc1ccc(OC)c(S(=O)(=O)Nc2cccc(C(C)=O)c2)c1
  -19.6%	-3.2%	3.3%
- O=C(Nc1nnc(C2=COCCO2)o1)c1ccc(Cc2ccccc2)cc1
  ?	?	11.0%
- Cc1nn(C)c(C)c1S(=O)(=O)N(CC(=O)N1CCc2ccccc2C1)c1ccc(C(C)C)cc1
  ?	?	3.9%
- CC(C)NC(=O)Cc1csc2nc(-c3ccccc3)cn12
  13.4%	-9.7%	4.1%

Single records, from the list above:
Entry for COc1ccc(OC)c(S(=O)(=O)Nc2cccc(C(C)=O)c2)c1 → DT40 TDP1 no CPT: -19.6%; DT40 TDP1 CPT: -3.2%; TDP1 block: 3.3%
Entry for O=C(Nc1nnc(C2=COCCO2)o1)c1ccc(Cc2ccccc2)cc1 → DT40 TDP1 no CPT: ?; DT40 TDP1 CPT: ?; TDP1 block: 11.0%
